Assay outcomes deposited in PubChem by several laboratories.
OX1R antag-1 – antagonists of human orexin 1 receptor | O43613 | CHO/OX1R cells, Fluo-8 calcium fluorescence, orexin A | inhibition, % at 5 µM | 0.43% of 330,000 active | AID 434989;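 active means inhibition above its plate's threshold, mean inhibition of all tested compounds on the plate plus 3 SD, cut at about 37% in these data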;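 further: 0% = orexin A challenge wells and 100% = SB-334867-A antagonist wells; not every result past the cut was called active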
Target sequence (O43613 whole entry, looked up): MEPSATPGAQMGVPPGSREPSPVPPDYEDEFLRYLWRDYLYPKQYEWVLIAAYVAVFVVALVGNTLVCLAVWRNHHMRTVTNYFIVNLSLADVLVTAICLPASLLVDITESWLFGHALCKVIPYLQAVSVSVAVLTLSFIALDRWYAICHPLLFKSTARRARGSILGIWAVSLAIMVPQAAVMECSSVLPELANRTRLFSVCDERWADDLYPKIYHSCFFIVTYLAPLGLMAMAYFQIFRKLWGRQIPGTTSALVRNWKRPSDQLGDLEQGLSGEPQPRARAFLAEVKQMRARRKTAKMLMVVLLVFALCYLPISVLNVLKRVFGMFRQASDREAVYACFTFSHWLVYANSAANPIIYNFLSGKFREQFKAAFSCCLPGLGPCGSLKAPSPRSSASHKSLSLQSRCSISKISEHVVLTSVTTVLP
STK33 kinase inh – inhibitors of human STK33 kinase; Q9BYT3; purified STK33, MBP phosphorylation, ADP-Glo luminescence; inhibition, % at 10 µM; 0.073% of 320,000 active; AID 2661;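 active means inhibition at or above 25%, using the most active replicate where run in duplicate; inactive means inhibition below 25%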
Target sequence (Q9BYT3 whole entry, looked up): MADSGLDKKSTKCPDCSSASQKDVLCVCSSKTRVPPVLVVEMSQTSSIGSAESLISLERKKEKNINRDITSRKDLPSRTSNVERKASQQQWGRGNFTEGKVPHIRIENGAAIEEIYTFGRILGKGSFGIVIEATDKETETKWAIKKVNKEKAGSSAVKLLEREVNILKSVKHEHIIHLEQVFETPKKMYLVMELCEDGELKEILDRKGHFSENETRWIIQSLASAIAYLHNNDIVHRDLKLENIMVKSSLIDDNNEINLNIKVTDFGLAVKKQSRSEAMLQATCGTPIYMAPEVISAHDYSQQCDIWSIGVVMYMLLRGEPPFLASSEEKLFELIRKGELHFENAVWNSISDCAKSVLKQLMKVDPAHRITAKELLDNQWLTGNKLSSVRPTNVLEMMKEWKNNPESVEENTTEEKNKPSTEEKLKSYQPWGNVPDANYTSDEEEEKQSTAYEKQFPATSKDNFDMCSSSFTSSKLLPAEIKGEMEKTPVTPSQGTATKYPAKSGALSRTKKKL
OX1R antag-2 – blocks the human orexin 1 receptor | O43613 | OX1R-expressing cells, FRET antagonist read-out | inhibition, % at 6.6 µM | 1.8% of 330,000 active | AID 485270; in the data active means inhibition mostly above about 38%, no sharp cut-off; inactive means mostly below about 40%;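 further: 0% = agonist challenge alone and 100% = reference antagonist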
Numbers without * were called inactive; nt = no result given. Compounds as they come, and some 2.2% of all compounds hit somewhere here.

Below each SMILES – OX1R antag-2 | OX1R antag-1 | STK33 kinase inh
CC(=O)Nc1ccc(NC(=O)C(C)OC(=O)CNC(=O)c2sc3ccccc3c2Cl)cc1 (stereo not given)
  14 | -2 | 0.7
O=C(CSc1nnc(Cc2cccs2)n1CCc1ccccc1)N1CCCc2ccccc21
  11 | 13 | -1.1
Cc1ccccc1Cn1c([N+](=O)[O-])cnc1C
  10 | -7 | -0.8
Cc1nn(Cc2ccc(Cl)cc2)c(C)c1NC(=O)/C=C/c1cnn(C)c1
  2 | -28 | -2.0
CCOC(=O)c1cccc(OCC(O)CNCCOc2ccccc2F)c1 (stereo not given)
  19 | -21 | -1.1
C/C(=N\NS(=O)(=O)c1ccc(C)cc1)c1ccc(Br)s1
  12 | -19 | 0.4
C=CC[C@@H]1C=C[C@H](O/N=C/[C@@H](NS(=O)(=O)c2ccc(C)cc2)[C@H](C)/C=C/CC(=O)OC)[C@@H](CO)O1
  31 | -40 | 0.0
Cc1ccccc1OCC(=O)Nc1cnn(CCCC(=O)O)c1
  19 | -4 | -1.8
COc1ccc(Cl)cc1NC(=O)CSc1nc(NS(=O)(=O)c2ccc(C)cc2)cc(=O)[nH]1
  18 | -11 | -2.0
O=C(NCc1cccc(Br)c1)C1CC(c2ccccc2[N+](=O)[O-])=NO1 (stereo not given)
  35 | -20 | -0.2
COc1ccc(-c2c(NC(=O)c3ccco3)n(C)c3ccccc3c2=O)cc1
  6 | -12 | nt
Cc1c(Cl)cccc1NC(=S)N1CCCCCC1
  14 | -70 | -1.7
O=S(=O)(c1ccc2oc3ccc(S(=O)(=O)N4CCCCC4)cc3c2c1)N1CCCCC1
  8 | -13 | 0.0
CCCCn1c(=NC(=O)c2ccc3c(c2)OCO3)c(C#N)cc2c(=O)n3cccc(C)c3nc21
  13 | -36 | -0.5
COC(=O)N1c2ccccc2C=Cc2ccccc21
  10 | 8 | -2.0
CCNC(=O)C(=O)NCCC1CCCCN1S(=O)(=O)c1cccs1 (stereo not given)
  10 | -32 | -2.4
COc1ccc(CC2(CO)CCN(Cc3ccc(OC(F)(F)F)cc3)CC2)cc1
  7 | -23 | -1.2
C/C(=N\NC(=O)c1ccccc1O)c1cccc(NC(=O)c2ccccc2)c1
  16 | -28 | -2.8
COc1ccc(NC(=O)N2CCC(Cc3ccccc3)CC2)cc1
  14 | -10 | -1.3
COc1ccc(Cl)cc1NC(=O)c1cc(-c2ccc(C)cc2O)n[nH]1
  11 | -12 | -2.1
O=C(Nc1ccc(Cl)cc1)Nc1ccc(Br)cn1
  10 | -14 | -0.3
Cc1cccc(C(=O)O[C@@H]2[C@H](Cc3ccccc3)NS(=O)(=O)[C@H]3C[C@@H]4C=C[C@]23O4)c1
  7 | -21 | -2.2
COc1ccc(S(=O)(=O)N(C)c2ccc(C(=O)NC3CCCC3)cc2)cc1
  30 | -29 | 0.1
CC(C)=CCc1c(O)c(CC=C(C)C)c2c(c1O)C(=O)CC(c1ccc(O)cc1)O2 (stereo not given)
  19 | -1 | 0.3
C=CCN1CCN(C(c2ccccc2OC)c2nnnn2C(C)(C)C)CC1 (stereo not given)
  18 | -17 | -1.4
Cn1c(SCc2ccccc2)nc(C(F)(F)F)cc1=O
  33 | -20 | 10
COc1ccc(C(=O)C[n+]2ccc3c(c2)nc(-c2ccc(OC)cc2OC)n3C)cc1
  -7 | -10 | 0.0
CCC(C)C(=O)Nc1ccc([N+](=O)[O-])cc1OC (stereo not given)
  23 | -26 | -1.1
CCOC(=O)c1c(-c2ccccc2)oc2ccc(OCC)cc12
  14 | -40 | -1.6
O=C(CSc1ccc(Cl)cc1)Nc1ccccc1N1CCN(C(=O)c2ccc(Cl)cc2)CC1
  -10 | -11 | -0.7
Cc1cc(C(=O)N[C@H](c2ccccc2)[C@@]2(C)C[C@@H]2[C@@H](C)C(=O)Nc2ccc3ccccc3c2)n(C)n1
  52 | 41 | 0.2
CCOC(=O)Cc1csc(NS(=O)(=O)c2ccc(Br)cc2)n1
  13 | 8 | -2.9
CC1(C)OC(=O)C(=NNc2ccccc2[N+](=O)[O-])C(=O)O1
  40 | 11 | 5.5
O=C(c1ccc(Cl)c(S(=O)(=O)N2CCc3ccccc3C2)c1)N1CCN(c2ccccc2)CC1
  5 | -34 | 0.3
O=C(Cc1cccs1)N1CCN(S(=O)(=O)c2ccc(F)c(F)c2)CC1
  8 | -16 | -1.1
O=C(NCc1cccs1)c1cc2c(s1)CS(=O)(=O)C2
  14 | 10 | -1.2
COc1cccc(/C=C/C(=O)Nc2ccc3c(c2)OCCO3)c1
  52 | -4 | -0.3
COc1ccc(CNC(=O)C(C)OC(=O)C23CC4CC(CC(O)(C4)C2)C3)cc1 (stereo not given)
  9 | -9 | -1.3
Cc1cc(OCC(=O)N(Cc2ccco2)C2CCS(=O)(=O)C2)ccc1Cl (stereo not given)
  15 | -18 | 1.3
CC(=O)Nc1cccc(CNCc2cccc(NC(C)=O)c2)c1
  12 | 0 | -1.5
Cc1ccc(-c2cc(NC(=O)c3ccccc3)on2)cc1
  13 | -17 | -2.6
Cc1cccc(N2CCN(S(=O)(=O)c3ccc4c(c3)NC(=O)CS4)CC2)c1C
  28 | -11 | 0.0
COc1ccccc1CN1CCNC(=O)C1CC(=O)NCCC1=CCCCC1 (stereo not given)
  5 | -46 | 0.5
CCc1ccccc1N1CC23C=CC(O2)C(C(=O)OC)C3C1=O (stereo not given)
  16 | -16 | -0.1
Cc1nn(C)cc1NC(=O)c1cc2nc(-c3ccco3)cc(C(F)(F)F)n2n1
  19 | -24 | -2.1
CCCNC(=S)Nc1ccc(Cl)cc1Cl
  6 | 1 | -1.5
COc1ccc(-c2noc(CCN3C(=O)c4ccccc4C3=O)n2)cc1OC
  24 | -33 | 0.4
COc1ccc(-c2nn(-c3ccccc3)cc2CN2CCCO2)c(F)c1
  9 | -21 | -0.7
Cc1ccc(S(=O)(=O)N2CCC(C(=O)N[C@@H](C)C(=O)NCC3CCCO3)CC2)cc1 (stereo not given in full)
  9 | -6 | -1.7
CCc1cc(=O)oc2cc(C)cc(OCC(=O)NCCCN3CCOCC3)c12
  0 | 9 | -0.6
N#Cc1ccccc1NC(=O)CSC1=Nc2ccccc2C2CC=NN12 (stereo not given)
  85* | 40 | -2.3
Cc1ccc2c(=O)c(C(=O)c3ccc(F)cc3)cn(CC(=O)NCc3ccco3)c2n1
  7 | -28 | 2.3
Cc1cccc(/N=C/c2nc(-c3ccccc3Br)oc2O)n1
  29 | -29 | -1.1
CC(=O)Nc1ccc(OCC(=O)c2cc(C)ccc2C)cc1
  12 | -9 | 1.0
Cc1ccc(C(=O)CNc2ccccc2)cc1
  -7 | -6 | -1.2
Cc1ccc(NC(=S)/N=C(\N)Nc2nc(C)c3cc(C)ccc3n2)c(C)c1
  5 | -38 | -0.7
CCn1c(SCC(=O)c2ccc(C)cc2)nnc1-c1ccncc1
  -1 | -7 | 0.2
COc1ccc(C(=O)Nc2ccc(Cl)cc2C(=O)NCCO)cc1
  -4 | -7 | -1.1
Cc1ccc(-c2nc(CN(Cc3cnn(C)c3)C(C)C)c(C)o2)o1
  8 | -14 | -0.7
CC(=O)Nc1cccc(-c2nnc(SCC(=O)N3CCCCC3)n2C)c1
  1 | -6 | -0.6

Four entries from above, with bars between the fields.
molecule | OX1R antag-2 | OX1R antag-1 | STK33 kinase inh
Cc1cc(C(=O)N[C@H](c2ccccc2)[C@@]2(C)C[C@@H]2[C@@H](C)C(=O)Nc2ccc3ccccc3c2)n(C)n1 | 52 | 41 | 0.2
CCOC(=O)Cc1csc(NS(=O)(=O)c2ccc(Br)cc2)n1 | 13 | 8 | -2.9
CC1(C)OC(=O)C(=NNc2ccccc2[N+](=O)[O-])C(=O)O1 | 40 | 11 | 5.5
O=C(c1ccc(Cl)c(S(=O)(=O)N2CCc3ccccc3C2)c1)N1CCN(c2ccccc2)CC1 | 5 | -34 | 0.3

Later entries.
Below each SMILES – OX1R antag-2 | OX1R antag-1 | STK33 kinase inh
COCc1nnc(NC(=O)COc2ccc3c(c2)OCO3)s1
  11 | -4 | -0.2
N=C1C(c2ccccc2)=C(O)CN1c1ccccc1
  -3 | -4 | -0.1
O=C(CCCNC(=O)c1ccc(Cl)cc1)Nc1ccc(Br)cc1
  15 | -5 | 1.2
CC(C)C[C@H](NC(=O)C1CC(=O)N(c2ccc3c(c2)OCO3)C1)C(=O)NC1CCCC1 (stereo not given in full)
  8 | -11 | -0.6
O=C(Nc1ccccc1)Nc1ccc(Nc2ccccc2)cc1
  13 | -14 | 0.5
CN(C)CCNc1nc2sc3c(c2c(=O)n1-c1ccccc1)CCCCC3
  11 | -38 | -2.1
NC(=S)N/N=C1\CC(c2ccc3c(c2)OCCCO3)Oc2ccc(F)cc21 (stereo not given)
  8 | 5 | -0.9
Fc1ccc2[nH]c3c(N4CCSCC4)ncnc3c2c1
  86* | 52* | 3.9
NNC(=O)COc1ncn(-c2ccccc2)n1
  17 | -9 | -1.4
O=C(NC1CC2CCC(C1)N2Cc1nnnn1Cc1ccco1)NC12CC3CC(CC(C3)C1)C2 (stereo not given)
  8 | -26 | 1.5
COc1ccc(NC(=O)COC(=O)[C@@H]2CCCN2C(=O)c2cccs2)c(OC)c1
  14 | -18 | 0.2
O=C(Nc1nnc(-c2ccc(Cl)cc2)o1)c1ccccc1Br
  18 | -23 | 0.3
CCCOc1ccc(N2C(=O)CC(N3CCN(S(=O)(=O)c4ccccc4)CC3)C2=O)cc1 (stereo not given)
  14 | -4 | -0.5
Cn1c(=O)c2c(ncn2CC(COCc2ccccc2)OCc2ccccc2)n(C)c1=O (stereo not given)
  18 | -18 | -1.7
Cc1cccnc1NC(=O)CNC(=O)C1CCCCC1
  6 | -18 | 1.3
O=C(OCCNC(=O)c1cc2ccccc2oc1=O)c1cccnc1
  6 | -20 | -0.3
CCOC(=O)c1cc(-c2cc(OC)c(OC)c(OC)c2)nc2c1c(=O)[nH]c(=O)n2Cc1ccccc1
  10 | -6 | -0.7
COCCn1c(C)cc(C(=O)CSc2nc3ccccc3s2)c1C
  38 | -3 | -0.9
O=C(Cc1cccs1)NCc1cccnc1
  19 | -21 | -0.4
C[C@H](CO)N1C[C@H](C)[C@@H](CN(C)S(=O)(=O)c2ccc(F)cc2)Oc2c(NC(=O)NC3CCCCC3)cccc2C1=O
  11 | -15 | 0.1
CC1CN(c2nc(-c3ccccc3)nnc2-c2ccccc2)CC(C)O1 (stereo not given)
  24 | -28 | 0.2
COc1ccc(N2C(=O)C3CCCN3C2c2ccc(C)o2)cc1 (stereo not given)
  8 | 5 | 1.0
CCOc1ccc(C(=O)Nc2ccccc2C(=O)O)cc1
  20 | -1 | -2.0
NC(=O)N1OCC2COc3ccc4ccccc4c3C21 (stereo not given)
  12 | -15 | -0.3
Cc1ccc(Nc2nc(-c3cccnc3)cs2)cc1Cl
  7 | -30 | -3.0
COCCNC(=O)CS(=O)Cc1nc(-c2ccccc2C)oc1C (stereo not given)
  14 | -16 | -0.4
CC[C@]12c3[nH]c4ccc(OC)cc4c3CCN1C(=O)C(CC(=O)NCCCN(C)C)C[C@@H]2C(=O)N1CCN(C(=O)c2ccco2)CC1 (stereo not given in full)
  2 | 4 | nt
COc1ccc(NS(=O)(=O)c2ccc(C)c(C(=O)N3CC(C)OC(C)C3)c2)cc1 (stereo not given)
  25 | -18 | nt
COC(=O)C(Cc1ccccc1)NC(=O)CCNC(=O)c1ccc(Br)cc1 (stereo not given)
  20 | -5 | 4.5
COC(=O)c1ccc(CSc2ccc3nnc(-c4ccccn4)n3n2)o1
  22 | -11 | -0.3

Quoted at random: 2 compounds from above
Below each SMILES – OX1R antag-2 | OX1R antag-1 | STK33 kinase inh
Cc1ccc(S(=O)(=O)N2CCC(C(=O)N[C@@H](C)C(=O)NCC3CCCO3)CC2)cc1 (stereo not given in full)
  9 | -6 | -1.7
CCn1c(SCC(=O)c2ccc(C)cc2)nnc1-c1ccncc1
  -1 | -7 | 0.2

Carrying on.
Below each SMILES – OX1R antag-2 | OX1R antag-1 | STK33 kinase inh
O=C(Cn1cncn1)N1CCN(c2ccc(F)cc2)CC1
  29 | -18 | -0.3
O=C(CCN1CCCCC1)c1ccc2c(c1)OCCO2
  5 | -18 | 0.1
Cc1ccc(N(CCC#N)C(=O)COC(=O)c2ccccc2SCC(=O)N2CCCC2)cc1
  23 | -17 | -0.5
O=C1[C@@H]2C(c3cccnc3)=NO[C@@H]2C(=O)N1c1ccc(Br)cc1
  6 | -19 | -0.3
CC(C)Oc1ccc(C(CC(=O)O)c2ccc(F)cc2)cc1 (stereo not given)
  5 | -1 | -0.2
CCCc1ccc(C(=O)Cn2nc(C(=O)O)c3ccccc3c2=O)cc1
  15 | -26 | -2.1
CCOc1ccc(/C=N/NC(=O)C(C)N(c2ccc(OC)cc2)S(C)(=O)=O)cc1 (stereo not given)
  2 | -27 | -2.0
CN(C)/C=N/NC(=O)c1ccccc1
  13 | -6 | -0.8
Cc1cccc(Oc2nc(-c3ccccn3)nc3ccccc23)c1
  10 | -9 | 1.2
O=c1c2ccccc2nc(-c2ccccc2)n1/N=C/c1ccc([N+](=O)[O-])cc1
  1 | -8 | -1.7
CCn1c(NC(=O)c2ccccc2)c(-c2cccs2)c(=O)c2ccccc21
  14 | -25 | 1.2
N#Cc1c(SCC(=O)Nc2ccc(Cl)cc2Cl)sc2c(O)cc(=O)[nH]c12
  18 | 4 | -0.7

Filtered by structure, the entries above containing a cyano group (four)
Below each SMILES – OX1R antag-2 | OX1R antag-1 | STK33 kinase inh
CCCCn1c(=NC(=O)c2ccc3c(c2)OCO3)c(C#N)cc2c(=O)n3cccc(C)c3nc21
  13 | -36 | -0.5
N#Cc1ccccc1NC(=O)CSC1=Nc2ccccc2C2CC=NN12 (stereo not given)
  85* | 40 | -2.3
Cc1ccc(N(CCC#N)C(=O)COC(=O)c2ccccc2SCC(=O)N2CCCC2)cc1
  23 | -17 | -0.5
N#Cc1c(SCC(=O)Nc2ccc(Cl)cc2Cl)sc2c(O)cc(=O)[nH]c12
  18 | 4 | -0.7
